MEKK2mut PB1 HTS: signal of MEK5 binding to mutant human MEKK2 PB1 domain; bead flow cytometry, Alexa488-MEK5 binding to MEKK2 mutant; percent response, % at 10 µM; 290,000 compounds, 0.35% hits; in the data active means percent response above about 24%, passing the limit was not always enough; further: inactives centre near 1; some results filed as inactive read as strong as hits
GPR7 antagonist: blocks human GPR7 receptor signaling | AID 1861 | P48145 | GPR7-expressing cells, fluorescence antagonist assay | inhibition, % at 4.4 µM | 290,000 compounds, 1.1% hits; in the data active means inhibition above about 16%, passing the limit was not always enough;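 further: cells stimulated with the agonist NPW; 0% = agonist with vehicle and 100% = vehicle without agonist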
Target sequence (P48145 whole entry, looked up): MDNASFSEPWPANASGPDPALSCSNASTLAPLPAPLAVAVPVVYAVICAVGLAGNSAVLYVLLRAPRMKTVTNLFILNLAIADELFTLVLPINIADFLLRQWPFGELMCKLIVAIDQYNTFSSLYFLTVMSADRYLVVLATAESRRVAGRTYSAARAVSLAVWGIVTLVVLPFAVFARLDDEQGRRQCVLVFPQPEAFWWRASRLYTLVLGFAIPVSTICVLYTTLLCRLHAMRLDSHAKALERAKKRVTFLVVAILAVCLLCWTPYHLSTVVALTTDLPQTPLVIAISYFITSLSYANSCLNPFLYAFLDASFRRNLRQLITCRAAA
PfM18AAP inh: PfM18AAP enzyme inhibition | recombinant PfM18AAP, H-Glu-NHMec fluorogenic cleavage | inhibition, % at 7.35 µM | 290,000 compounds, 1.2% hits | AID 1822;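 active means inhibition above the campaign mean inhibition over all tested compounds plus 3 SD, cut at about 28% in these data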;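 further: 0% = plate median of test compound wells and 100% = 2 mM ZnCl2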
OXTR agonist: human OXTR agonism; CHO-OTR cells, Fluo-8 calcium fluorescence; normalized: DMSO 0%, oxytocin 100%; activation, % at 3 µM; 320,000 compounds, 0.32% hits;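 active means activation above the mean of all tested compounds plus 3 SD, cutoff set per screening run, cut at about 20% in these data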;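 further: peak over basal fluorescence ratio from a 100 s FLIPR kinetic read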
Target sequence (P30559 whole entry, looked up): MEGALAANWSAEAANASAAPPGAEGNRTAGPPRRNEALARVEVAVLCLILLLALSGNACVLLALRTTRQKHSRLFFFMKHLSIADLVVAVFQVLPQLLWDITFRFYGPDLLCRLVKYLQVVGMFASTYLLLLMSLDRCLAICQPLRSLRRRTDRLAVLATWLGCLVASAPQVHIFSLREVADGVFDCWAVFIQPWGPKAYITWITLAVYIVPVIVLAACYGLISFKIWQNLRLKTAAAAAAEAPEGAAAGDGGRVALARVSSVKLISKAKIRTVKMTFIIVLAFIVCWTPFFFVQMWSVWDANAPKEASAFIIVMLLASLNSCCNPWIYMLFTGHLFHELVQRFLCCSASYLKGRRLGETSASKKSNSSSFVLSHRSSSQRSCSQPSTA
MEKK2 WT-MEK5: raises or lowers MEK5 binding to wildtype human MEKK2 PB1 domain; bead flow cytometry, Alexa488-MEK5 binding to MEKK2 WT; actives lie on both sides; binding response (% of control), % at 10 µM; 290,000 compounds, 1.1% hits; AID 1531; in the data active means binding response below about 67% or above about 130%
V1R ag counter: activates human V1a receptor in oxytocin agonist counter-screen; 320,000 compounds, 0.25% hits; AID 2797; P37288; CHO-V1R cells, Fluo-8 calcium fluorescence, agonist mode; 0% DMSO, 100% 3 nM vasopressin; activation, % at 3 µM;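 active means activation above the mean activation of all tested compounds plus 3 SD, per screening run, cut at about 20% in these data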;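 further: signal is peak over basal fluorescence ratio across a 100 second FLIPR read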
OXTR potentiate: potentiates the human oxytocin receptor response. P30559. CHO-OTR cells, Fluo-8 calcium fluorescence, potentiator mode; 0% = oxytocin EC15, 100% = EC100. activation, % at 3 µM. 320,000 compounds, 0.061% hits. AID 2445;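 active means activation above that plate's cutoff, the mean activation of tested compounds plus 3 SD, cut at about 6.6% in these data, passing the limit was not always enough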;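 further: 100% uses oxytocin at 75 nM as the full agonist control; some results filed as inactive read as strong as hits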
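Material: human OTR in CHO cells. Compound: 3.0 µM, one dose. Timing: compound 6 min at room temperature before oxytocin, 100 s read. Evaluation: % activation of max/min ratio relative to oxytocin controls. Replication: single well per compound, singlicate. Signal: Fluo-8 calcium dye fluorescence.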
NALP1 inh: inhibitors of NALP1 inflammasome in yeast; S. cerevisiae NALP1/ASC/caspase-1 growth, X-gal OD620, 72 h; inhibition, % at 10 µM; 280,000 compounds, 0.61% hits; in the data active means inhibition mostly above about 24%, no sharp cut-off; inactive means mostly below about 32%; further: some compounds called inactive have numbers as strong as hits
GalR3 antag: human GalR3 antagonism | O60755 | HEK293 GalR3-CNG cAMP membrane potential fluorescence; galR3 body fused to GalR1 C-terminus | inhibition, % at 3 µM | 360,000 compounds, 0.44% hits | AID 651719;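 active means inhibition above the screen-wide average plus 3 SD, cut at about 13% in these data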;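 further: forskolin and galanin both at EC90 stimulate the cells; cAMP rise reported by CNG channel membrane potential dye signal; 0% = forskolin plus galanin with DMSO and 100% = forskolin alone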
Target sequence (O60755 1-299 limits assumed): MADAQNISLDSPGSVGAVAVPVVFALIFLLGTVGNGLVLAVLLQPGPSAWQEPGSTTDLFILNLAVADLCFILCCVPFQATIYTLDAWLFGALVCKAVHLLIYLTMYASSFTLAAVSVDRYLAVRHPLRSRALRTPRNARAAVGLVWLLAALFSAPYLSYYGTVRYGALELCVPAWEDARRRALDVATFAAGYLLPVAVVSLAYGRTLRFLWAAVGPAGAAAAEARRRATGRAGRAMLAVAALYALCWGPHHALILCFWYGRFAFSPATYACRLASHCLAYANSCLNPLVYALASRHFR
* = called active by the depositor; nt = no result given.

SMILES	MEKK2mut PB1 HTS	GPR7 antagonist	PfM18AAP inh	OXTR agonist	MEKK2 WT-MEK5	V1R ag counter	OXTR potentiate	NALP1 inh	GalR3 antag
Cc1cc(C)cc(NC(=O)CSc2nnc(Cc3cccn3C)n2-c2ccc(F)cc2)c1	0	-8	3	-0.1	95	0.4	-2	22	2
COc1cc(C(CCN2CCCC2)c2c(OC)cc(OC)c3c(-c4ccccc4)cc(=O)oc23)cc(OC)c1OC (configuration not stated)	26*	nt	nt	2.4	140*	0.0	-11	6	-3
CC(C)COc1ccc(C(=S)N2CCCC2)cc1	nt	nt	nt	-3.3	nt	-1.4	-12	nt	-4
O=C(CN1C(=O)NC2(CCCc3ccccc32)C1=O)c1ccc(F)c(F)c1 (configuration not stated)	nt	nt	nt	1.1	nt	2.9	0	nt	3
O=C1/C(=C\c2ccncc2)CCc2ccccc21	nt	nt	nt	0.4	nt	0.6	3	nt	5
CCOC(=O)N1CCC(N2CCN(Cc3ccc(F)c(F)c3)C(CCO)C2)CC1 (configuration not stated)	1	-10	-5	1.5	97	0.3	3	-8	-3
O=C(NCc1ccc(C(F)(F)F)cc1)C1CC(c2ccc(C(F)(F)F)cc2)=NO1 (configuration not stated)	1	nt	nt	2.9	97	6.2	-3	nt	-5
Cc1ccccc1CC1(CO)CCCN(C(=O)CCCN2CCCCC2=O)C1 (configuration not stated)	-2	-12	3	0.1	99	0.6	1	-5	0
Cc1cccc(Cn2c(C(=O)OC(C)C)cc3c2ccn3C)c1	2	-6	3	-2.9	107	-0.2	-15	14	-1
COc1ccc(CCNC(=O)CC2SC(=Nc3cc(C)cc(C)c3)NC2=O)cc1OC (configuration not stated)	-8	4	-4	0.4	95	-0.6	4	26	-1
CCN(CC)CCCN1C(=O)c2oc3ccccc3c(=O)c2C1c1cccs1 (configuration not stated)	-2	-2	0	3.1	96	0.4	3	12	nt
CC1=CC(=C(C#N)C#N)C=C(C)N1CCN1CCN(C(=O)Nc2cccc(Cl)c2)CC1	30	-3	-8	-0.2	116	0.4	-7	13	-2
CCOc1ccc(OCc2cccc(C(=O)N3CCOCC3)c2)cc1	nt	9	3	1.7	nt	0.7	-7	-4	0
O=C(CSc1nnnn1Cc1ccccc1)Nc1ccc2c(c1)OCO2	9	-11	-7	-1.7	105	0.0	-14	26	-3
CC1CN(C(=O)COC(=O)c2ccc(N(C)C)cc2)CC(C)O1 (configuration not stated)	-7	-15	5	1.0	94	0.7	-4	-27	0
O=C(Cc1ccccc1)Oc1coc(CSc2ncccn2)cc1=O	2	-12	-7	0.5	106	0.8	-8	-4	-7
S=C(NCc1ccncc1)NC1CCCC1	1	-9	0	2.6	107	7.6	0	4	-1
O=C(NN=C1CCCCC1)c1cc(-c2ccccc2)n[nH]1	3	-5	6	-1.5	105	-0.2	-3	26	-3
COCc1cc(=O)n2[nH]c(C)c(-c3ccccc3)c2n1	0	-2	10	-1.2	92	-0.7	-15	19	-2
CC(=O)N1[C@H](Cc2ccccc2)C=C[C@]1(C)C(=O)NCc1ccccn1	8	0	-10	-0.1	97	-0.2	5	6	-5
Cn1c(=O)[nH]c(=O)c2c1nc(NCc1ccco1)n2Cc1ccccc1Cl	2	-8	-4	-2.6	101	-1.6	-2	-1	-4
COc1ccc(N(CC(=O)N2CCCC2)S(C)(=O)=O)cc1	3	-10	-16	1.2	104	1.6	6	24	-7
CC(=O)c1ccc(N2C(=NC(=O)COc3ccccc3)SC3CS(=O)(=O)CC32)cc1 (configuration not stated)	4	-3	4	-0.3	101	0.4	-3	-30	5
Cc1ccccc1CSCCNC(=O)COc1ccc(Cl)cc1	-2	1	2	-0.5	93	1.1	-3	27	-3
Cc1ccc(C)c(-n2cc(CN3CCNC(=O)CC3)c(-c3ccccc3)n2)c1	-11	-4	4	-0.1	95	1.2	3	-13	-1
CC1(C)NC(=O)N(CC(=O)OCc2cc(=O)n3cc(Br)ccc3n2)C1=O	-10	7	2	-0.2	69	0.6	-7	3	0
Cc1cc(C(=O)O)ccc1-n1c(C)cc(/C=C(/C#N)C(=O)Nc2ccccc2)c1C	-4	-22	1	-0.7	94	2.5	-5	-8	-3
Cc1oc(-c2cccs2)nc1CN1CCN(Cc2ccc(F)c(F)c2)C(CCO)C1 (configuration not stated)	12	-3	1	1.4	109	-0.1	0	9	-7
CCOC(=O)C1CCN(C(=O)Nc2cccc(OC)c2)CC1	-19	-6	2	-0.2	100	0.7	-7	nt	-4
CCCN(C(=O)c1cc(-c2ccco2)nc2ccccc12)c1c(N)n(Cc2ccccc2)c(=O)[nH]c1=O	nt	nt	nt	-1.6	nt	-1.2	-7	nt	3
CCOC(=O)c1sc(N=NC2=C(O)CCCC2=O)c(C(=O)OCC)c1C	-2	-8	35*	-2.1	99	-0.4	-4	-3	0
CC(=O)Nc1ccc(N/C=C(\C=O)c2nc3ccccc3o2)cc1	-6	1	4	0.6	91	1.7	-2	2	-4
Cc1ccc(C)c(NS(=O)(=O)c2ccc3c(c2)Cc2cc(S(=O)(=O)Nc4cc(C)ccc4C)ccc2-3)c1	-2	6	-7	1.1	98	2.3	0	-18	2
COc1ccc(NS(=O)(=O)c2cc(NC(=O)[C@@H](NC(=O)c3ccccc3)C(C)C)ccc2C)cc1	3	3	3	0.2	101	-0.1	-8	28	1
CCOc1ccc(/C=N/n2c(-c3ccccc3)n[nH]c2=S)cc1	3	-22	13	-2.6	104	-1.4	-15	-13	-12
C/C(=N\NC(=S)NCc1ccccc1)c1ccc2ccccc2c1OC(F)F	0	-9	0	2.3	114	1.3	-5	-5	-3
O=C(C1CCN(Cc2nc(-c3ccc(Cl)cc3)no2)CC1)N1CCOCC1	-1	-3	-15	7.2	101	3.7	-2	17	-6
CN(C)S(=O)(=O)c1ccc(C(=O)N2CCN(C(=O)C3CCCO3)CC2)cc1 (configuration not stated)	nt	nt	nt	1.2	nt	0.0	0	nt	-5
CCC(C)c1ccc(NC(=O)N2CCN(C(=O)C3CCCO3)CC2)cc1 (configuration not stated)	2	-7	2	1.0	99	0.9	-3	-7	-4
O=C(NCC(c1cccs1)N1CCOCC1)c1ccccc1NS(=O)(=O)c1cc([N+](=O)[O-])ccc1Cl (configuration not stated)	-3	-5	-10	1.7	93	7.3	-20	30	-4
Cc1ccc(NC(=O)/C=C/c2ccc3c(c2)OCO3)cc1S(=O)(=O)N1CCOCC1	-3	-3	0	12	98	10	-16	29	3
COc1ccccc1CNC(=O)CSc1ccc(C)cc1	2	-2	6	-2.5	112	-1.3	-3	24	-4
CCC(C(=O)NC1CCCC1)N(C(=O)Cn1nnc(-c2ccc(C)o2)n1)c1cccc(OC)c1 (configuration not stated)	0	-14	-1	-1.9	97	-0.4	-10	-17	-9
O=C1Nc2ccccc2OC1CC(=O)N1CCCC1 (configuration not stated)	6	-8	-1	1.4	116	1.0	-3	nt	-1
CCOC(=O)c1ccc(NC(=S)N(CCCN2CCCC2)Cc2cccs2)cc1	9	-7	4	3.2	124	1.7	-5	17	-7
O=S(=O)(c1cc(C(F)(F)F)ccc1Cl)N1CCCCCC1	11	0	4	-1.7	111	-1.8	0	-4	-3
Cc1ccc(Cc2c(C)nc3nc(SCC(=O)NCc4ccco4)nn3c2C)cc1	6	11	-12	-0.9	129	1.0	-8	0	-6
CC(C(=O)N1CCCCCC1)c1ccc([N+](=O)[O-])cc1 (configuration not stated)	3	-1	-4	-0.9	101	0.3	-8	9	1
Cc1ccc(C(C)C)c(OCCNS(C)(=O)=O)c1	7	-8	-3	-0.8	110	-1.0	-1	5	0
Cn1c(=O)oc2ccc(C(=O)CSc3nnnn3-c3ccccc3)cc21	-6	-3	-2	0.8	98	1.1	-5	14	-3
CCN(C[C@H]1N[C@@](Cc2ccccc2)(C(=O)OC)[C@H]2C(=O)N(C)C(=O)[C@@H]12)C(=O)c1ccc(F)cc1	nt	nt	nt	14	nt	0.3	5	nt	-6
Cn1c(=O)c2c(ncn2CC(=O)OCC(=O)c2ccc(Cl)cc2)n(C)c1=O	nt	nt	nt	-0.6	nt	-0.3	-3	nt	-5
O=C(COc1ccc(Cl)cc1)NCCS(=O)(=O)N1CCN(c2ccc(F)cc2)CC1	-3	-2	-1	7.2	94	3.0	-14	7	-10
O=C(Nc1ccccc1)N1CCN(c2ccc(F)cc2)CC1	7	0	3	1.7	106	2.1	-18	26	-3
Cc1nc(-c2ccccc2)sc1C(=O)Nc1ccccc1F	6	-9	8	-1.6	105	-0.5	-3	8	-10
COc1ccc(C(=O)N(C)CC(=O)Nc2cccc(F)c2)cc1S(=O)(=O)NC1CCCC1	nt	nt	nt	-0.3	nt	-0.1	-2	nt	5
COc1ccc(NC(=S)NNc2ccc(C(=O)O)cc2)cc1	-2	-1	26	0.2	100	0.3	-3	3	-8
CCc1nnc(NC(=O)CSc2nnc(C(C)NC(=O)c3ccccc3)n2C)s1 (configuration not stated)	-1	0	-4	0.4	106	0.4	1	6	-5
CC1(OC(=O)CCc2ccccc2)C(=O)C=C2C=C(c3ccc(C#N)cc3)N(C(CO)CO)C=C2C1=O (configuration not stated)	-9	nt	nt	-0.3	91	1.4	-2	-18	-5
CC(/C=N/NC(=O)Cc1cccs1)=C\c1ccco1	10	10	1	0.1	108	-0.6	2	1	-1
(continued)
SMILES	MEKK2mut PB1 HTS	GPR7 antagonist	PfM18AAP inh	OXTR agonist	MEKK2 WT-MEK5	V1R ag counter	OXTR potentiate	NALP1 inh	GalR3 antag
O=C1C=C(c2ccc3c(c2)OCO3)CCC1	0	nt	nt	1.3	97	-0.6	-2	nt	-4
COc1ccc(NC(=O)CCc2nnc3ccc(NCc4ccco4)nn23)cc1OC	4	1	18	-0.2	97	0.0	-1	-4	-4
Cc1ccc(C(=O)ONc2ccc(N=O)cc2)cc1	-2	24	14	0.2	101	0.9	1	44	-3
CNCc1sccc1C	-11	-10	-2	0.3	86	-0.8	-6	4	0
C#CCNC(=O)C1=C[C@@H](c2ccc(C(F)(F)F)cc2)C[C@@H](OCCCCO)O1	4	-11	-10	-1.0	103	-0.1	-3	1	-3
O=S(=O)(c1ccc2c(c1)OCCO2)N1CCCN(S(=O)(=O)c2c(F)cccc2F)CC1	nt	nt	nt	1.3	nt	2.3	-8	nt	-1
C/C=C/C(O)c1ccc2ccccc2c1 (configuration not stated)	-1	-4	0	-0.2	90	1.0	-11	-3	nt

Ordered by SMILES length (rising): four of the compounds above.
SMILES	MEKK2mut PB1 HTS	GPR7 antagonist	PfM18AAP inh	OXTR agonist	MEKK2 WT-MEK5	V1R ag counter	OXTR potentiate	NALP1 inh	GalR3 antag
O=C1C=C(c2ccc3c(c2)OCO3)CCC1	0	nt	nt	1.3	97	-0.6	-2	nt	-4
Cc1ccc(C(=O)ONc2ccc(N=O)cc2)cc1	-2	24	14	0.2	101	0.9	1	44	-3
COc1ccc(NC(=O)CCc2nnc3ccc(NCc4ccco4)nn23)cc1OC	4	1	18	-0.2	97	0.0	-1	-4	-4
O=S(=O)(c1ccc2c(c1)OCCO2)N1CCCN(S(=O)(=O)c2c(F)cccc2F)CC1	nt	nt	nt	1.3	nt	2.3	-8	nt	-1

Compound activity as filed in PubChem.

Hits appear at their usual frequency; any-hit rate near 4.1%.
